# Screening results (PubChem)
# MsrA inhibitor = inhibitors of bovine MsrA. purified bovine MsrA, absorbance read-out. inhibition, % at 15.5 µM. 360,000 tested, 0.75% active; in the data active means inhibition above about 4.5%;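 further: 0% = vehicle wells with enzyme and 100% = reference inhibitor wells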
# MT1-MMP act inh = MT1-MMP (human) activation inhibition; P50281; HT1080 RFP-PRO-GFP cells, GFP/RFP ratio fluorescence, overnight; percent of plate control window, DMSO zero; GFP/RFP ratio change, % at 20 µM; 360,000 tested, 0.061% active;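 active means GFP/RFP ratio change of at least 30% with cell ATP level not reduced by more than half and red fluorescence within 50% of control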; further: strong numbers were not always called active
#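 Read-out: GFP/RFP fluorescence ratio; Test system: RFP-PRO-GFP reporter HT1080 cells; Compound dosing: single-point 20 µM compound, 1% DMSO; Times: overnight compound exposure at 37 °C.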
# bovine MsrA act = activators of bovine methionine sulfoxide reductase A; purified bovine MsrA, absorbance read-out; 360,000 tested, 0.3% active; activation, % at 10.6 µM; in the data active means activation above about 7.5%;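 further: 0% = vehicle and 100% = reference activator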
# FAS TE block = inhibitors of human fatty acid synthase thioesterase domain; recombinant FAS-TE, OMFH fluorogenic substrate, fluorescence endpoint; inhibition, % at 15 µM; 360,000 tested, 0.67% active;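 active means compounds whose normalised, plate-corrected inhibition of enzyme fluorescence in the single-dose primary screen is 50% or more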;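 further: 0% = DMSO with enzyme and 100% = substrate without enzyme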
# Rin1 Abl inh = blocks binding of human Rin1 to Abl. TR-FRET Rin1/Abl binding, biochemical. inhibition, % at 7.35 µM. 360,000 tested, 0.4% active. AID 588664; in the data active means inhibition above about 5%, passing the limit was not always enough
# MLLE-PAM2 inh = inhibitors of microRNA-mediated deadenylation, human PABP1 MLLE binding. P11940. GST-MLLE / FITC-PAM2 fluorescence polarization. inhibition, % at 20 µM. 360,000 tested, 0.36% active; in the data active means inhibition above about 35%, passing the limit was not always enough;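 further: plate controls were DMSO wells with GST-MLLE for no effect and wells lacking GST-MLLE protein for full effect; some results filed as inactive read as strong as hits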
# E coli Lon inh = inhibits E. coli Lon protease | purified E. coli Lon protease, fluorescence polarization | inhibition, % at 7.94 µM | P0A9M0 | 360,000 tested, 0.42% active; in the data active means inhibition above about 13%, passing the limit was not always enough;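 further: 0% = enzyme with probe and DMSO and 100% = no enzyme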
# Rpn11 inh = Rpn11 (human) deubiquitinase inhibition; O00487; 360,000 tested, 0.59% active; AID 588493; human 26S proteasome, Ub4-pepOG fluorescence polarization; 20S core pre-blocked with epoxomicin; calls only at 20 µM;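 active means inhibition at 20 µM, scaled to each plate's controls, above about 33%, limit read from the data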
# Target sequence (O00487 whole entry, looked up): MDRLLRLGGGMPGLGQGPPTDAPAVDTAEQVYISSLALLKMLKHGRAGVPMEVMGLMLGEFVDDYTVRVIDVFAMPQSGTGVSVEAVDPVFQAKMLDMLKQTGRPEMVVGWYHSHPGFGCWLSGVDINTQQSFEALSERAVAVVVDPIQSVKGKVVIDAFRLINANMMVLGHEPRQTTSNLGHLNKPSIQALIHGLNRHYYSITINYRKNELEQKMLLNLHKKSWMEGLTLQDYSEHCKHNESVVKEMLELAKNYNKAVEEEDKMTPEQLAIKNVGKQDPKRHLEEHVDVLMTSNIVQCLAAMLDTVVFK
# CSN deneddyl inh = CSN deneddylation inhibition; Q92905; Purified CSN, SCF-Nedd8-OG deneddylation, fluorescence polarization; inhibition, % at 12.5 µM; 360,000 tested, 0.38% active;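 active means pattern-corrected inhibition above about 35%, with an unprinted fluorescence ratio check between 0.5 and 1.5, limit read from the data, passing the limit was not always enough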;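 further: 0% = enzyme with substrate and 100% = substrate without enzyme; some results filed as inactive read as strong as hits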
# Target sequence (Q92905 whole entry, looked up, one chain of several): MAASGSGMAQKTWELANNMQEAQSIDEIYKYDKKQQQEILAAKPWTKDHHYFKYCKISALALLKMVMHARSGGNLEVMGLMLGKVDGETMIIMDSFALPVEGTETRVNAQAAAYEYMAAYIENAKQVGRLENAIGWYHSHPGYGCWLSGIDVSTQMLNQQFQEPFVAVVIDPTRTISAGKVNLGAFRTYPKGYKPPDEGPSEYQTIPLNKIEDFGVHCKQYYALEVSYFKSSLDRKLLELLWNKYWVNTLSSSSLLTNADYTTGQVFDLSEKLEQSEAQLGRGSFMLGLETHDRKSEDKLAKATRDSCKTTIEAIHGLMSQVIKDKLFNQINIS
#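 Assay system: purified human Csn5 enzyme expressed in HEK293T cells; Input: 0.24 nM Csn5 enzyme, final concentration; Reagent: 10 nM SCFSkp2-Nedd8OG; Compound dosing: 12.5 µM single point; Times: reaction 90 min, room temperature; Technique: fluorescence polarization readout.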
# Starred values were filed as active, the others as inactive; i = inactive; / = no result given.
SMILES,MsrA inhibitor,MT1-MMP act inh,bovine MsrA act,FAS TE block,Rin1 Abl inh,MLLE-PAM2 inh,E coli Lon inh,Rpn11 inh,CSN deneddyl inh
CN(C(=O)CC1C(=O)NCCN1C/C=C/c1ccccc1)C1CCOCC1 (configuration not stated),0.3,1,-9,-3,-7,2,-1,i,-2
c1ccc(CCn2nnnc2C(c2cccnc2)N2CCN(c3nc4ccccc4s3)CC2)cc1 (configuration not stated),0.3,-3,-4,30,6,-1,-9,i,10
O=C(COC(=O)c1cccnc1Cl)c1cccc(Cl)c1,-1.2,-1,1,-2,2,7,-4,i,0
Cc1c(Cc2ccccc2)c(=O)oc2c(C)c(OCc3nn[nH]n3)ccc12,3.0,1,-6,4,-4,1,-14,i,0
Cc1cc(NS(=O)(=O)c2ccc(Cl)cc2)nn1CC(=O)NCc1ccco1,-0.8,5,-1,-6,2,-9,3,i,1
Cc1cc2c(ccc3c2no[n+]3[O-])nn1,0.7,-5,-2,15,0,-19,-7,i,2
CC(NC(=O)c1ccccc1Cl)C(=O)Nc1ccc2c(c1)OCO2 (configuration not stated),2.5,-3,3,-1,5,1,-12,i,-2
Cn1nc(C(F)(F)F)c(C(=O)Nc2ccc(F)cc2F)c1Oc1cccc(Cl)c1,1.1,-4,-3,23,-2,-8,6,i,-1
CC(C)CC1Nc2ncnc(N3CCCCC3)c2N(Cc2ccccc2)C1=O (configuration not stated),/,-2,-9,-1,1,-12,1,i,2
CN(Cc1ccccc1)C(=O)CCS(=O)(=O)c1cc2c(cc1Cl)NC(=O)CO2,-0.9,1,-3,-3,2,5,-10,i,-3
CCCn1c(SCCN2CCOCC2)nc2c1c(=O)n(C)c(=O)n2C,-1.0,0,-3,-4,-1,-1,-4,i,-2
O=C1COc2ccc(C(=O)COC(=O)/C=C/c3ccc(Br)o3)cc2N1,1.1,-2,-1,2,-1,-20,-24,/,58
Cc1ccc(OCCOCCN2CCCCC2)c([N+](=O)[O-])c1,-0.2,4,-3,-10,0,6,1,i,0
O=C(Nc1ccc(Cl)c(Cl)c1)N1CCSC1c1ccco1 (configuration not stated),-0.3,3,-2,17,0,16,0,i,2
Cc1ccc2cc(C#N)c(N3CCCN(S(=O)(=O)c4ccccc4)CC3)nc2c1,0.3,-13,8.7*,6,-11,-2,-9,i,-6
COc1ccc(C(=O)/C=C/C(=O)N(CC(=O)NC2CCCCC2)Cc2ccc(F)cc2)c(O)c1,-0.1,-1,-3,12,1,10,-6,i,3
Cc1ccc(O)c(NC(=O)c2noc3c2CCCCC3)c1,0.2,5,-1,-4,2,3,-4,i,2
CNS(=O)(=O)c1cccc(C(=O)NCC2(N3CCCCC3)CCCCC2)c1,0.9,-2,-1,-5,1,-2,-3,i,-2
O=C1Cc2ccccc2C(c2ccccc2)N1 (configuration not stated),-0.9,-1,-1,-7,-1,2,3,i,2
CCOc1ccc(NC(=O)Cn2c(=O)n(CC3CCCO3)c(=O)c3ccccc32)cc1 (configuration not stated),-1.6,-1,-1,-1,0,-3,5,i,1
COc1ccccc1CN1CC(C(=O)NCC2CCCO2)CC1=O (configuration not stated),0.3,-1,-3,-3,4,8,-2,i,-1
O=C(c1ccc2nccnc2c1)N1CCCC(Nc2ccc(F)c(F)c2)C1 (configuration not stated),0.8,-1,-2,-2,-1,8,15,i,2
CCOC(=O)c1oc2ccccc2c1NC(=O)c1cccs1,0.1,3,-1,-2,-1,-2,-1,i,3
COc1ccc(-n2cnc3cc(NC(=O)c4ccco4)ccc32)cc1,/,5,-3,-2,-3,-16,-2,i,3
CC(C)(c1ccccc1)c1ccc(OCCCN2CCNCC2)cc1,-1.1,-3,0,-19,3,-6,-5,i,2

# New compounds follow:
SMILES,MsrA inhibitor,MT1-MMP act inh,bovine MsrA act,FAS TE block,Rin1 Abl inh,MLLE-PAM2 inh,E coli Lon inh,Rpn11 inh,CSN deneddyl inh
Cc1nnc(SCC(=O)Nc2ccc(N3CCOCC3)cc2)o1,-0.5,0,-2,-3,-2,-109,-3,i,-2
CCc1ccc(S(=O)(=O)NCCc2cn3ccsc3n2)s1,-0.9,-4,-5,-3,1,9,2,i,2
Cc1cc(C)c2sc(N(CCCN(C)C)C(=O)COc3ccc(Cl)cc3)nc2c1,-0.1,7,-2,21,-1,10,7,i,-1
Fc1cccc(Cl)c1C1Nc2cccc3cccc(c23)N1,-0.2,-2,-3,12,6,-25,-7,i,7
Clc1cccc(OCCCN2CCCC2)c1Cl,0.7,2,-7,-12,2,5,-1,i,-4
O=C(CC1SC(=O)N(c2ccccc2)C1=O)Nc1ccccc1 (configuration not stated),0.4,-1,-3,-3,1,49*,-1,i,-4
COc1ccc(C2=CC(c3ccc(OC)c(OC)c3)NC(=S)N2)cc1 (configuration not stated),0.4,-44,-5,-11,-2,-22,-22,i,13
c1ccc2c(c1)OCC(c1nnc3sc(-c4cnccn4)nn13)O2 (configuration not stated),-0.4,-3,-3,2,-2,7,2,i,0
CN(C)[C@@H](CO)c1nnc([C@H](CC(=O)O)NC(=O)C2CCNCC2)o1,0.4,5,-4,-6,2,-2,-8,i,-2
CC1CCCC(C)N1C(=O)CSc1nnnn1-c1cccc2c1CCCC2 (configuration not stated),-0.4,-2,-5,13,0,30,-3,i,6
COc1ccc(Nc2oc(-c3ccc(OC)cc3)nc2C#N)cc1,-2.2,-2,-2,-5,1,5,-7,i,-1
COc1cccc(Cl)c1NC(=O)N1CCc2c([nH]c3ccccc23)C1C(F)(F)F (configuration not stated),0.8,5,-4,37,-3,0,-11,i,2
CC(=O)NCCc1ccc(S(=O)(=O)N2CCCC2)cc1,2.0,2,4,-6,-1,16,1,i,-6
CC1CCCN(C(=O)COC(=O)CNS(=O)(=O)c2ccc3ccccc3c2)C1 (configuration not stated),-1.4,1,-1,-1,-3,9,1,i,-2
CCOC(=O)N1C(=O)[C@@](c2ccc(Cl)cc2)(C(C)C)N1C(=O)OCC,0.0,-9,-3,12,3,5,-4,i,4
C[C@@H]1ON(C)[C@H]2C[C@H]3c4cc(N5CCOCC5)ccc4CCN3C(=O)[C@@H]12,-1.2,-1,-1,-11,-7,-1,-8,i,-5
CCN(CC)S(=O)(=O)c1ccc(/C=C/C(=O)Nc2ccc(Br)cc2F)cc1,0.6,-7,-5,22,2,2,3,i,-7
O=C(Nc1nnc(SCC(=O)N2CCCc3ccccc32)s1)c1cccc2ccccc12,-0.9,-3,-4,8,-1,-30,-3,i,-11
CN1CCN(C(=S)NC(CC(=O)c2ccccc2)c2ccccc2)CC1 (configuration not stated),0.0,3,-3,-4,-3,-131,-1,i,-3
CC1(C)CC(NC(=O)C2CCN(S(=O)(=O)c3ccc(Cl)c(C(F)(F)F)c3)CC2)CC(C)(C)N1,-0.5,1,-1,-8,0,5,16,i,-2
CCc1nc(Nc2cccc(O)c2)c2oc3ccccc3c2n1,/,-2,-2,8,-2,8,-2,i,-6
Cc1ccc(S(=O)(=O)c2cn(Cc3ccc(F)cc3)c3cc4c(cc3c2=O)OCO4)cc1,1.9,2,-5,58*,-2,-3,2,i,-1
O=C(O)C1CCCN1S(=O)(=O)c1cccc2nsnc12 (configuration not stated),1.1,1,-10,-1,2,0,3,i,-11
Cc1cccc(Cl)c1NC(=S)NN,0.0,5,-4,-4,1,-21,-6,i,3
Cc1cccc(NC(=O)CSc2cn[nH]n2)c1,0.1,1,0,-9,0,6,12,i,-4

# For convenience, some entries already given.
SMILES,MsrA inhibitor,MT1-MMP act inh,bovine MsrA act,FAS TE block,Rin1 Abl inh,MLLE-PAM2 inh,E coli Lon inh,Rpn11 inh,CSN deneddyl inh
Clc1cccc(OCCCN2CCCC2)c1Cl,0.7,2,-7,-12,2,5,-1,i,-4
O=C(CC1SC(=O)N(c2ccccc2)C1=O)Nc1ccccc1 (configuration not stated),0.4,-1,-3,-3,1,49*,-1,i,-4
COc1ccc(C2=CC(c3ccc(OC)c(OC)c3)NC(=S)N2)cc1 (configuration not stated),0.4,-44,-5,-11,-2,-22,-22,i,13
c1ccc2c(c1)OCC(c1nnc3sc(-c4cnccn4)nn13)O2 (configuration not stated),-0.4,-3,-3,2,-2,7,2,i,0
CN(C)[C@@H](CO)c1nnc([C@H](CC(=O)O)NC(=O)C2CCNCC2)o1,0.4,5,-4,-6,2,-2,-8,i,-2
CC1CCCC(C)N1C(=O)CSc1nnnn1-c1cccc2c1CCCC2 (configuration not stated),-0.4,-2,-5,13,0,30,-3,i,6
COc1ccc(Nc2oc(-c3ccc(OC)cc3)nc2C#N)cc1,-2.2,-2,-2,-5,1,5,-7,i,-1
COc1cccc(Cl)c1NC(=O)N1CCc2c([nH]c3ccccc23)C1C(F)(F)F (configuration not stated),0.8,5,-4,37,-3,0,-11,i,2
CC(=O)NCCc1ccc(S(=O)(=O)N2CCCC2)cc1,2.0,2,4,-6,-1,16,1,i,-6
CC1CCCN(C(=O)COC(=O)CNS(=O)(=O)c2ccc3ccccc3c2)C1 (configuration not stated),-1.4,1,-1,-1,-3,9,1,i,-2
CCOC(=O)N1C(=O)[C@@](c2ccc(Cl)cc2)(C(C)C)N1C(=O)OCC,0.0,-9,-3,12,3,5,-4,i,4
C[C@@H]1ON(C)[C@H]2C[C@H]3c4cc(N5CCOCC5)ccc4CCN3C(=O)[C@@H]12,-1.2,-1,-1,-11,-7,-1,-8,i,-5
CCN(CC)S(=O)(=O)c1ccc(/C=C/C(=O)Nc2ccc(Br)cc2F)cc1,0.6,-7,-5,22,2,2,3,i,-7
O=C(Nc1nnc(SCC(=O)N2CCCc3ccccc32)s1)c1cccc2ccccc12,-0.9,-3,-4,8,-1,-30,-3,i,-11
CN1CCN(C(=S)NC(CC(=O)c2ccccc2)c2ccccc2)CC1 (configuration not stated),0.0,3,-3,-4,-3,-131,-1,i,-3
CC1(C)CC(NC(=O)C2CCN(S(=O)(=O)c3ccc(Cl)c(C(F)(F)F)c3)CC2)CC(C)(C)N1,-0.5,1,-1,-8,0,5,16,i,-2

# (continued)
SMILES,MsrA inhibitor,MT1-MMP act inh,bovine MsrA act,FAS TE block,Rin1 Abl inh,MLLE-PAM2 inh,E coli Lon inh,Rpn11 inh,CSN deneddyl inh
O=C(c1cc(C2CCCCN2S(=O)(=O)c2cccs2)on1)N1CCOCC1 (configuration not stated),0.3,1,-1,-10,0,3,3,i,-4
Cc1cc(C)c(C#N)c(OCc2ccc(Cl)nc2)n1,-0.9,-2,-2,17,-4,-14,1,i,-5
Cc1nc2ccccc2n1C(=O)c1cc(-c2ccc(Br)cc2)nc2ccccc12,1.1,7,-4,-2,0,-1,2,i,2
O=C(NC1CC1)C1CC(=O)N(c2cccc(Cl)c2)C1 (configuration not stated),-0.2,-4,-4,-3,1,17,10,i,-6
CCCCNCc1cc(Br)c(OCC(=O)NCc2ccccc2)c(OC)c1,-1.3,-3,-2,-2,-2,12,-3,i,-1
Cc1cccc(NC(=O)CSc2nnc(-c3cc(C)[nH]n3)n2N)c1,0.4,2,/,-1,/,2,/,i,0
O=C(Nc1ccn(Cc2ccccc2F)n1)c1ccc(COc2cc(Cl)ccc2Cl)o1,2.2,7,-2,32,2,15,2,i,4
N#Cc1c(-c2ccccc2)cc(-c2ccccc2)nc1Br,0.2,-6,-1,30,-3,2,-9,i,4
COc1ccc(CN2C(=NC(=O)C3CC3)SC3CS(=O)(=O)CC32)cc1OC (configuration not stated),0.9,-2,-1,-1,-6,18,-16,i,0
COc1ccc(-c2ccccc2)cc1NC(=O)[C@@H]1O[C@H](CO)[C@@H](O)[C@H]1O,0.4,-2,0,-5,0,11,0,i,-4

# Rows are unselected; about 3.7% have a hit in one of these screens.
